Bioassay records as filed in PubChem.
Gli-Sufu block – blocks Gli-Sufu signaling in a luciferase reporter; Sufu-KO-LIGHT fibroblasts, Gli luciferase reporter luminescence; inhibition, % at 5 µM; 340,000 compounds, 0.74% hits; AID 588413;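 active = inhibition above about 55%, limit read from the data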;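 note: 0% = DMSO-treated cells and 100% = wells with medium but no cells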
CCR6 antag – CCR6 (human) receptor antagonism; AID 493098; 340,000 compounds, 0.49% hits; CHO-K1 CCR6 PathHunter beta-arrestin, luminescence, CCL20-stimulated; inhibition, % at 20 µM; P51684;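 active = compounds whose inhibition of the agonist-driven luminescence signal at 20 µM reaches about 50%, limit read from the data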;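 note: cells stimulated with CCL20 at 14 nM final; plate controls were DMSO with CCL20 for no effect and DMSO without agonist for full effect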
Target sequence (P51684 whole entry, looked up): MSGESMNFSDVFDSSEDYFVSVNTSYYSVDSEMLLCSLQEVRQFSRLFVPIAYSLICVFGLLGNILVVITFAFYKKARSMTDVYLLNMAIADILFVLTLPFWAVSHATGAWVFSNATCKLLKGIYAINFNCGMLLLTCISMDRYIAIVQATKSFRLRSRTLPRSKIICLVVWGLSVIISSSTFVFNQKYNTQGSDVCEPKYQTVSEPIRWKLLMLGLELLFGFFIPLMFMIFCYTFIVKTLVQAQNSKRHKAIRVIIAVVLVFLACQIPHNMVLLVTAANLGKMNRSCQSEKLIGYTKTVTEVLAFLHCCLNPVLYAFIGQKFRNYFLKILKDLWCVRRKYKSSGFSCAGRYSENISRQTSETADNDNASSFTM
XBP1 UPR activ – adaptive UPR (XBP1) activation | CHO-XBP1 luciferase reporter, IRE1-XBP1 UPR activation, luminescence; percent of tunicamycin response, DMSO as zero | activation, % at 20 µM | 330,000 compounds, 0.33% hits | AID 463104;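 active = versus positive control, 20 µM dose yields 30% or more activation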;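 note: 100% = tunicamycin at 10 µg/mL and 0% = DMSO only wells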
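Material: CHO-XBP1 cells stably carrying IRE1-XBP1-driven luciferase reporter / Amount: 1000 cells per well / Compound: 20 µM, 1% DMSO / Times: 6 h treatment, 37 °C / Detection: luciferase luminescence / Measure: % activation of reporter signal versus tunicamycin and DMSO controls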
697 NFkB inh – lowers PMA/ionomycin-induced NF-kB signal in 697 B cells | AID 435022 | 330,000 compounds, 0.33% hits | inhibition, % at 4 µM | 697 B-cell NF-kB luciferase reporter, 16 h; in the data active = inhibition above about 35%
EBI2 block – blocks human EBI2 receptor beta-arrestin signaling; P32249; EBI2 beta-arrestin recruitment, luminescence, 7a,25-OHC stimulated; inhibition, % at 5 µM; 360,000 compounds, 0.81% hits; AID 651636; in the data active = inhibition above about 38%;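 note: enzyme fragment complementation signal reports receptor beta-arrestin coupling in cells; 0% = agonist plus DMSO wells and 100% = wells without agonist; some results beyond the cut were filed as inactive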
Target sequence (P32249 whole entry, looked up, the tested form may be a part): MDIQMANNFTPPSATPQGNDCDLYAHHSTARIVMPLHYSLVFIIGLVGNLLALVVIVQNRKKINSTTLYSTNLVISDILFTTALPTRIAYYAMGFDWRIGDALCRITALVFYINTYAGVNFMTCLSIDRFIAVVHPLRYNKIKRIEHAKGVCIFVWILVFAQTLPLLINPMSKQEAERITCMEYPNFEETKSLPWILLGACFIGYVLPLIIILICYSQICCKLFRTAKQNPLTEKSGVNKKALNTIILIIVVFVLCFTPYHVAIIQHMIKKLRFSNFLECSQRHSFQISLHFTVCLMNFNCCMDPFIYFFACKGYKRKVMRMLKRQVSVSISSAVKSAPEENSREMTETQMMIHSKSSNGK
UPR CHOP act – apoptotic UPR (CHOP) activation; activation, % at 10 µM; CHO-CHOP luciferase reporter, luminescence; percent of tunicamycin response over DMSO baseline; 330,000 compounds, 0.34% hits;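 active = at 10 µM dose, activation of 40% or more, normalized to positive control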;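 note: 100% = tunicamycin at 10 µg/mL and 0% = DMSO alone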
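Assay system: CHO cells with stable CHOP pathway luciferase reporter; Buffer or medium: F12 plus 10% serum; Times: 16-18 h cell attachment, then 6 h compound exposure, 37 °C; Signal: luciferase luminescence; Read-out basis: percent activation relative to tunicamycin control; Control set: tunicamycin high control, DMSO low control.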
Mdm2-MdmX inh – inhibitors of human Mdm2/MdmX interaction. SaOS-2 split-luciferase Mdm2/MdmX complementation, luminescence. O15151+Q00987. AID 485346. inhibition, % at 8 µM. 330,000 compounds, 3% hits;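 active = inhibition of at least 50% at 8 µM in the primary screen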
CXCR6 block – inhibitors of human CXCR6 receptor. inhibition, % at 20 µM. 360,000 compounds, 0.36% hits. AID 602244. CHO-K1 PathHunter CXCR6 beta-arrestin, luminescence; in the data active = inhibition above about 34%, passing the limit was not always enough;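 note: antagonist mode with CXCL16 agonist at 10 nM final; 0% = 10 nM CXCL16 with DMSO and 100% = unstimulated wells without agonist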
Target sequence (O00574 whole entry, looked up): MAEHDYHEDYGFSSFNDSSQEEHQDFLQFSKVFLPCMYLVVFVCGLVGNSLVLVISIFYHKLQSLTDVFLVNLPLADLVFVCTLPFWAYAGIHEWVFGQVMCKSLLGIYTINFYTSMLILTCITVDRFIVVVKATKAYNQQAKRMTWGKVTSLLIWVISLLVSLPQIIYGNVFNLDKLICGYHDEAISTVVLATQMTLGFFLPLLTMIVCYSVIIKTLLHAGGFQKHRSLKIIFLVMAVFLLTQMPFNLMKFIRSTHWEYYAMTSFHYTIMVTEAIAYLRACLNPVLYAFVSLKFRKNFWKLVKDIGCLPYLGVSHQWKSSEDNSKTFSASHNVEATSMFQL
Jurkat NFkB inh – inhibitors of the PMA/ionomycin-induced NF-kB reporter in Jurkat cells. PMA/ionomycin-induced NF-kB luciferase reporter, luminescence. inhibition, % at 4 µM. 330,000 compounds, 0.53% hits; in the data active = inhibition above about 50%
* hit, by the source's call; . = not tested or not shown.

SMILES | Gli-Sufu block | CCR6 antag | XBP1 UPR activ | 697 NFkB inh | EBI2 block | UPR CHOP act | Mdm2-MdmX inh | CXCR6 block | Jurkat NFkB inh
S=C(Nc1ccccn1)NC1CCCC1 | 27.1 | -3.3 | 0.2 | -0.4 | -14.0 | -1.7 | 3.1 | -3.7 | 2.2
COc1cc2c(cc1OC)C(c1ccccc1)NC(C)(C)C2 (configuration not stated) | 0.2 | 7.2 | 1.3 | 9.8 | -7.9 | 0.2 | 1.0 | -3.5 | -19.0
Cc1ccsc1/C=N/Nc1ncnc2nc[nH]c12 | -49.9 | 6.8 | -3.2 | -42.4 | -4.6 | 4.4 | -11.7 | 1.5 | -40.4
CS(=O)(=O)c1ccc2nc(NC(=O)CC3CCCC3)sc2c1 | -17.8 | -0.8 | 9.7 | -45.1 | -9.4 | 2.7 | -0.1 | 0.0 | -21.4
COc1cc(NC(=O)C2=C(N3CCOCC3)/C(=C\c3ccc(N(C)C)cc3)CCC2)cc(OC)c1OC | -1.9 | 17.0 | 13.4 | -79.2 | 4.3 | 3.5 | 59.9* | 1.2 | 42.4
COc1cc2ccccc2cc1C(=O)Nc1cccnc1 | -50.0 | -1.4 | 5.4 | -106.7 | 0.7 | 1.5 | -47.6 | 1.3 | -86.8
Cc1cccc(-n2c(-c3ccoc3C)n[nH]c2=S)c1 | 0.1 | 2.0 | -2.6 | -7.2 | -16.9 | 0.0 | -6.0 | -1.2 | 4.0
Cc1cccc(C(=O)OC(C)C(=O)NC(=O)NC2CCCCC2)c1O (configuration not stated) | 4.6 | 5.0 | -3.6 | -9.1 | -5.7 | 0.2 | -20.7 | 10.6 | 14.1
COc1cc(C(C(=O)NC(C)(C)C)N(Cc2ccccc2)C(=O)c2cnccn2)cc(OC)c1OC (configuration not stated) | -0.5 | 13.0 | 1.2 | 2.5 | -8.9 | -0.4 | 12.0 | -1.9 | 6.7
COc1ccc(-n2c(C)cc(/C=N/Nc3nc(N4CCOCC4)nc(N4CCOCC4)n3)c2C)cc1 | 18.0 | -3.8 | -1.2 | 2.0 | 6.4 | 3.7 | 4.7 | -3.9 | -14.3
CC(=O)Nc1ccc([N+](=O)[O-])cn1 | -0.3 | 4.7 | -4.6 | 9.8 | -6.8 | 1.7 | -0.6 | 8.1 | 0.4
O=[N+]([O-])c1ccc(Cl)c(CN2CCC(O)CC2)c1 | -3.4 | 3.5 | -1.9 | -16.6 | -3.6 | -1.5 | -33.5 | 6.8 | 9.5
O=C(NCc1ccncc1)c1ccc(Cl)c(S(=O)(=O)N2CCCCC2)c1 | -2.5 | 6.4 | -5.0 | -32.1 | -2.0 | -2.2 | -10.3 | -4.2 | -13.4
Nc1nc(-c2ccc3c(c2)CCCC3)c(CC(=O)O)s1 | -3.9 | -3.9 | -1.5 | -3.9 | -22.0 | 0.9 | -5.2 | 0.0 | -13.6
CCCOc1ccc(/C=N/NC(=O)CN2CCCCC2)cc1OCC | 4.2 | 10.1 | -2.6 | 14.4 | 5.9 | 0.2 | 1.2 | 4.4 | 8.0

Taken from above.
Reading of `COc1cc2c(cc1OC)C(c1ccccc1)NC(C)(C)C2` (configuration not stated) under CXCR6 block: -3.5
Reading of `Cc1ccsc1/C=N/Nc1ncnc2nc[nH]c12` under EBI2 block: -4.6

Back to the main list, starting two compounds before the break.
SMILES | Gli-Sufu block | CCR6 antag | XBP1 UPR activ | 697 NFkB inh | EBI2 block | UPR CHOP act | Mdm2-MdmX inh | CXCR6 block | Jurkat NFkB inh
Nc1nc(-c2ccc3c(c2)CCCC3)c(CC(=O)O)s1 | -3.9 | -3.9 | -1.5 | -3.9 | -22.0 | 0.9 | -5.2 | 0.0 | -13.6
CCCOc1ccc(/C=N/NC(=O)CN2CCCCC2)cc1OCC | 4.2 | 10.1 | -2.6 | 14.4 | 5.9 | 0.2 | 1.2 | 4.4 | 8.0
CCOc1ccc(CCNc2nc3ccc(C)cc3n3cnnc23)cc1OCC | -5.0 | 10.8 | 2.5 | -3.2 | 5.4 | 0.3 | -8.0 | -4.8 | -15.9
COc1ccc(OCC(O)CNC(=O)c2ccccc2)cc1 (configuration not stated) | 2.4 | 1.1 | -0.6 | 6.5 | 0.2 | 2.2 | 19.7 | 3.3 | 3.2
CCOCC(=O)Nc1nnc(C)s1 | -2.5 | -3.4 | -0.4 | -15.6 | -5.0 | -1.5 | 21.7 | 6.6 | -13.1
CCN(CC)c1ccc(NC(=O)c2[nH]c(C)c(C(C)=O)c2C)c(C)c1 | 8.2 | -12.3 | 0.0 | 7.3 | 5.5 | 0.6 | 18.8 | -11.3 | -5.2
COc1ccc(-n2nnc3c(SC(C(C)=O)C(=O)N(C)C)ncnc32)cc1 (configuration not stated) | 3.6 | 16.4 | -3.8 | -13.2 | -3.5 | 25.6 | 26.3 | 11.0 | 3.4
CCOC(=O)C1=C(COC(=O)[C@@H]2CCCN2S(=O)(=O)c2ccc(C)cc2)NC(=O)NC1C (some centres not stated) | -1.9 | -3.8 | -6.2 | 25.0 | -2.6 | -1.6 | 2.9 | 3.9 | 5.8
CCSc1nnc(-c2ccccc2NC(C)=O)c(=O)[nH]1 | 3.7 | 1.9 | 1.7 | 19.4 | -13.4 | 1.4 | -2.0 | -10.9 | 11.5
c1ccc(CSc2ncnc3c2ncn3C2CCCCO2)cc1 (configuration not stated) | -71.8 | 0.7 | . | . | -2.5 | . | . | 4.6 | .
COc1ccc(S(=O)(=O)NCc2csc(C)n2)cc1OC | -53.0 | 14.1 | -0.2 | 12.3 | -5.2 | -1.3 | 8.6 | -6.1 | -31.6
Cn1nc(C(F)(F)F)c(/C=N/OC(=O)c2ccccc2)c1SCc1ccc(Cl)cc1 | 16.0 | 6.5 | 48.2* | 3.7 | 19.4 | 11.9 | 32.9 | -3.1 | -9.3
COc1ccc(C(=O)C(OC(=O)c2ccc(C)c(NC(C)=O)c2)c2ccccc2)cc1 (configuration not stated) | 1.9 | -17.1 | -1.8 | 11.4 | 6.1 | 2.5 | 9.8 | -3.7 | 3.0
COc1ccccc1N(CC(=O)N1CCCCCC1)S(C)(=O)=O | 4.5 | -5.3 | -1.9 | -27.0 | 4.4 | -1.0 | -22.7 | -3.1 | 2.3
COc1ccc(OCC(=O)Nc2ccc(C(=O)Nc3ccccc3C(=O)O)cc2)cc1 | -9.7 | -4.9 | -1.8 | 16.9 | 1.7 | 1.3 | 14.9 | 3.0 | 7.1
Cc1ccc(N2C(=O)CS(=O)(=O)CC2=O)cc1 | -7.6 | -2.5 | -3.9 | 9.2 | -4.7 | 1.6 | 27.1 | -4.1 | -4.8
Cc1cccnc1NC(=O)C1CC(=O)N(c2ccc3c(c2)OCCO3)C1 (configuration not stated) | -2.2 | 2.1 | 0.8 | 20.4 | 11.2 | 0.7 | 26.3 | -7.7 | -4.1
O=C(Nc1ccncc1)c1ccc2c(c1)OCCO2 | -12.0 | -20.0 | 2.8 | -7.4 | -0.9 | 0.7 | 3.5 | -3.8 | -14.4
COc1ccc(-c2c(-c3ccccc3OC)sc3ccccc23)cc1 | 5.7 | 14.9 | -1.2 | -6.2 | 12.9 | 2.9 | 19.3 | 6.4 | -8.0
CCN(CC(=O)Nc1ccc2c(c1)OCCO2)C(=O)C(C)Oc1ccc(Cl)cc1 (configuration not stated) | 7.2 | -9.7 | -1.4 | 14.3 | -3.6 | 0.7 | 14.0 | -0.4 | 4.5
COc1ccc(-c2noc(CCCC(=O)NC3CCCC3)n2)cc1 | 30.3 | 6.0 | -3.0 | 1.0 | 0.3 | 2.6 | 35.2 | -7.9 | 14.5
COc1ccc(S(=O)(=O)Nc2ccccc2C(=O)NC2CC2)cc1NC(C)=O | -3.8 | 1.5 | -0.3 | 12.2 | -3.0 | -1.1 | 4.2 | 1.0 | 9.4
Cc1onc(-c2ccccc2)c1C(=O)N/N=C/c1cc(Br)c(Br)o1 | 10.2 | 13.2 | -1.7 | -24.9 | 16.0 | 1.3 | 11.9 | -8.4 | -12.4
CCOC(=O)CC(=O)CSc1ncnc2c1nnn2-c1ccc(OC)cc1 | -0.5 | 6.6 | -3.5 | -8.9 | -1.4 | -5.6 | 13.7 | 10.4 | -1.7
CN(C)/C=N/c1ncc(-c2ncc(C(F)(F)F)cc2Cl)cn1 | 2.2 | -11.3 | 0.0 | 10.2 | -5.3 | 1.0 | 13.7 | -4.2 | 14.8
O=C1c2ccccc2C(=O)N1CCCc1cn(C[C@H]2CC[C@@H]([C@@H]3CC[C@H](Cn4cc(CCCN5C(=O)c6ccccc6C5=O)nn4)O3)O2)nn1 | 20.0 | 6.2 | -2.1 | 13.6 | -4.2 | 0.4 | 12.6 | -4.3 | 9.3
Fc1ccc(COc2ccccc2C(=S)N2CCCC2)cc1 | 4.7 | 11.7 | -1.0 | 5.3 | 6.3 | -1.7 | -9.4 | 2.6 | -10.9
C/C(=N\NS(C)(=O)=O)c1ccc(C)cc1 | 0.9 | -15.2 | 0.3 | 8.2 | -0.2 | -1.2 | -16.7 | -6.2 | -9.9
COC(=O)CN1C(=O)[C@H]2[C@@H](c3ccc(C)o3)N3C(=O)CN(CCO)C(=O)[C@@]3(Cc3ccccc3)[C@H]2C1=O | -6.9 | -3.2 | 5.7 | 21.5 | -2.8 | 2.4 | 11.6 | -16.9 | 8.2
COc1ccc(CC(=O)N2CCOCC2)cc1OC | -6.1 | 10.8 | -1.2 | 6.5 | -1.4 | -0.2 | -4.0 | 2.5 | 11.7
CC(C)(C)NC(=O)CN(C(=O)c1ccc(CN2CCOCC2)o1)c1ccc2c(c1)OCCO2 | -11.1 | -2.1 | 1.0 | 4.3 | 1.8 | 1.9 | -38.9 | 1.6 | -7.8
CN1CCN(CCCCOc2ccc(Br)cc2)CC1 | -10.6 | 16.9 | -3.7 | -22.2 | 1.4 | 2.2 | 8.9 | -7.3 | -14.1
Cc1ccc(CNCC2CCCO2)o1 (configuration not stated) | 2.8 | -20.9 | -0.9 | 23.7 | 5.6 | -0.5 | 21.0 | 5.9 | 14.6
N#Cc1ccccc1Cn1c(=O)n(CCCC(=O)NCc2ccc3c(c2)OCO3)c(=O)c2ccccc21 | 0.3 | -6.1 | -0.3 | -9.8 | 5.0 | -0.1 | 16.0 | 6.9 | 10.6
O=C(CSc1ccccn1)Nc1ccc2[nH]c(=O)[nH]c2c1 | 5.6 | 8.8 | -1.9 | -1.3 | -4.9 | -0.2 | -12.1 | -2.1 | -6.3
OCCC1CN(Cc2ccccc2O)CCN1CCCc1ccccc1 (configuration not stated) | 54.0 | 9.3 | -2.3 | 4.6 | 8.6 | -2.0 | 13.7 | -5.4 | 0.5
CC(c1ccccc1)N(CCC(c1ccccc1)C1CCOC(C)(C)C1)C(=O)c1ccco1 (configuration not stated) | 14.1 | 30.3 | -1.1 | -17.8 | 44.3* | 2.0 | 31.3 | 4.1 | 20.9
CC(C)C(=O)NNS(=O)(=O)c1ccccc1 | -3.2 | -8.0 | -0.9 | 6.8 | -5.6 | -1.1 | 29.4 | -0.1 | 13.6

Retrieved one by one from above:
SMILES | Gli-Sufu block | CCR6 antag | XBP1 UPR activ | 697 NFkB inh | EBI2 block | UPR CHOP act | Mdm2-MdmX inh | CXCR6 block | Jurkat NFkB inh
Nc1nc(-c2ccc3c(c2)CCCC3)c(CC(=O)O)s1 | -3.9 | -3.9 | -1.5 | -3.9 | -22.0 | 0.9 | -5.2 | 0.0 | -13.6
COc1cc(NC(=O)C2=C(N3CCOCC3)/C(=C\c3ccc(N(C)C)cc3)CCC2)cc(OC)c1OC | -1.9 | 17.0 | 13.4 | -79.2 | 4.3 | 3.5 | 59.9* | 1.2 | 42.4
